DT40 TDP1 no CPT = qHTS for Inhibitors of human tyrosyl-DNA phosphodiesterase 1 (TDP1): qHTS in cells in absence of CPT | 420,000 tested, 15% active | AID 686978, 2013 | Potency, µM (series often up to 46.2 µM), for the others: at the highest dose activity change, negative = growth inhibition, hits mostly inhibitors | DT40 Tdp1-/- hTDP1 cells, no CPT, ATP luminescence, 48 h; further: nearly all actives have a fitted effect of over 55% in size
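No-CPT arm: Tdp1-/-;hTDP1 DT40 cells (400/well) plus compounds, incubated ≥48 hr at 37 °C. Readout CellTiter-Glo luminescence.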
TDP1 cell CPT = qHTS for Inhibitors of human tyrosyl-DNA phosphodiesterase 1 (TDP1): qHTS in cells in presence of CPT. 420,000 tested, 12% active. Potency, µM (doses to about 46.2 µM), for the others: at the top dose activity change, negative = growth inhibition, actives largely listed as inhibitors. chicken DT40 Tdp1-/-;hTDP1 cells + 20 nM CPT, ATP luminescence, 48 h. AID 686979, 2013; further: nearly all actives have a fitted effect of over 55% in size
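Chicken DT40 Tdp1-/- cells complemented with human TDP1, 400 cells/well, exposed to compounds plus 20 nM camptothecin for at least 48 h at 37 C; viability read as ATP content by CellTiter-Glo luminescence.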
TDP1 inh = qHTS Assay for Inhibitors of Tyrosyl-DNA Phosphodiesterase (TDP1); 350,000 tested, 0.28% active; Potency, µM (top dose mostly 130 µM), for the others: top-dose activity change, negative = inhibition, usual class: inhibitors; recombinant TDP1, AlphaScreen DNA substrate cleavage; Tyrosyl-DNA phosphodiesterase 1 (Homo sapiens), Q9NUW8; further: nearly all actives have a fitted effect of over 40% in size
Target sequence (Q9NUW8 whole entry, looked up): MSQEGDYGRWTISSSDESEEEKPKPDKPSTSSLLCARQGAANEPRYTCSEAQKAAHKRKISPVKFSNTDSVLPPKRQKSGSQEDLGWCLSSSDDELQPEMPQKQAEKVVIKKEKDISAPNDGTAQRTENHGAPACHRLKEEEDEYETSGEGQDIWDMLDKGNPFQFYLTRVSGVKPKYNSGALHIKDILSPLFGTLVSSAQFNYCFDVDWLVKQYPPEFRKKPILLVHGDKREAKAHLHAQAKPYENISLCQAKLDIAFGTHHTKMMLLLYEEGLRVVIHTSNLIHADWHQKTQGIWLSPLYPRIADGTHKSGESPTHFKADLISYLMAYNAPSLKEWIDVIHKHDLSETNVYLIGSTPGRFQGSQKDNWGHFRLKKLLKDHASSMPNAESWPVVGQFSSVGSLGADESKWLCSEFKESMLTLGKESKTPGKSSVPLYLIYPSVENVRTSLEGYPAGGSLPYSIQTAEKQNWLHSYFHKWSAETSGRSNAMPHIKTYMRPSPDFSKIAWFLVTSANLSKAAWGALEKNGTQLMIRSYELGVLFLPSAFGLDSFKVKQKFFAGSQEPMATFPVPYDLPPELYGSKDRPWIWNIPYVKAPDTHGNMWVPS
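E. coli-derived human Tdp1, 1 nM final. Cpd preinc 15 min RT; substrate 15 nM final, 5 min RT; AS bead mix 10 ug/ml final, 10 min RT. Signal loss = tyrosine-FITC cleavage. No-enzyme wells = max signal.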
* hit, by the source's call; u = inconclusive; x = no result given; & = joins results of further samples; [ ] = remark or other dose. The call rests on the fitted dose curve; in most records, active means well fitted curve in the direction sought with a large enough effect; inconclusive means small, poorly fitted or top-dose-only effect, or another doubt; inactive means no such curve, though single readings can be large; an effect the other way counts as inactive or inconclusive. On the % scale 0 is the no-effect control and ±100 the full control effect; potency means the concentration at half of the fitted maximal effect. This is a random part of the collection; any-hit rate near 18%.

Start of the listing, in advance:
SMILES	DT40 TDP1 no CPT	TDP1 cell CPT	TDP1 inh
Cc1cccc(C(=O)NNC(=O)c2csc(N3CCOCC3)n2)c1C	-10%	-6%	x
Cc1cc(C)c(NC(=O)Cc2ccc(-n3c(C)nc4cccnc43)cc2)c(C)c1	21µM*	18µM*	-6%

The listing, previewed entries included:
SMILES	DT40 TDP1 no CPT	TDP1 cell CPT	TDP1 inh
Cc1cccc(C(=O)NNC(=O)c2csc(N3CCOCC3)n2)c1C	-10%	-6%	x
Cc1cc(C)c(NC(=O)Cc2ccc(-n3c(C)nc4cccnc43)cc2)c(C)c1	21µM*	18µM*	-6%
CCCN(N=Nc1cccc([N+](=O)[O-])c1)c1cccc([N+](=O)[O-])c1	u	u	5%
COc1ccc(CC(N)c2csc(Nc3nccc(C(F)(F)F)n3)n2)cc1 (stereo not given)	u	u	x
COc1ccc(C(=O)CN2C(=O)NC3(CCCc4ccccc43)C2=O)c(OC)c1 (stereo not given)	-15%	-8%	7%
CC(C)CN(CC(C)C)c1nnc(N)s1	-22%	2%	7%
COc1cc(OC)c(NC(=O)Nc2sc3nc4n(c(=O)c3c2C)CCC(C)CC4)cc1Cl (stereo not given)	5.8µM*	5.2µM*	5%
Cc1cc(Nc2ccccc2)c2c([N+](=O)[O-])cc(C)c(C)c2n1	23µM*	9.2µM*	10%
COc1ccc2cc(CN(C)C(=O)CN3C(=O)NC4(CCCC4)C3=O)ccc2c1	23µM*	u	x
O=C(CN1C(=O)NC2(CCOc3ccccc32)C1=O)c1ccc(Br)cc1 (stereo not given)	-18%	-14%	6%
CCOc1ccc(CC(=O)OCc2cc(=O)n3cc(Br)ccc3n2)cc1	-18%	-7%	-5%
Cc1noc(C)c1NC(=O)N(C)C[C@H]1Oc2ccc(NS(=O)(=O)c3ccc(F)cc3)cc2C(=O)N([C@H](C)CO)C[C@@H]1C	-2%	-15%	0%

The final 2 entries of the section above open the next one:
SMILES	DT40 TDP1 no CPT	TDP1 cell CPT	TDP1 inh
CCOc1ccc(CC(=O)OCc2cc(=O)n3cc(Br)ccc3n2)cc1	-18%	-7%	-5%
Cc1noc(C)c1NC(=O)N(C)C[C@H]1Oc2ccc(NS(=O)(=O)c3ccc(F)cc3)cc2C(=O)N([C@H](C)CO)C[C@@H]1C	-2%	-15%	0%
O=C(Nc1cccc2ccccc12)c1ccco1	-8%	-22%	x
Cc1cccc(-c2nc(CSc3nc4c(c(=O)[nH]3)CCC4)c(C)o2)c1	u	u	1%
O=C(CN1CCCCC1)Nc1cccc([N+](=O)[O-])c1	-16%	-7%	2%
CCc1nnc(NS(=O)(=O)c2ccc(NC(=S)NC(=O)/C=C/c3ccc(F)cc3)cc2)s1	-2%	-10%	-1%
COc1ccccc1OCC(=O)NNC(=O)c1cccs1	-2%	-4%	-3%
O=C(CNc1cc(S(=O)(=O)N2CCOCC2)ccc1NCC1CCCO1)Nc1ccc(F)c(F)c1 (stereo not given)	-27%	u	6%
CC(C)(C)NC(=O)C1(N2C(=O)c3ccccc3C2=O)CCCC1	0%	10%	x
O=C(NC1CCCCC1)C(c1ccc2ncccc2c1)N(Cc1ccc2c(c1)OCO2)C(=O)c1ccc2c(c1)OCCO2 (stereo not given)	26µM*	u	5%
CCCCC/C=C\CC1OC1CCCCCCCC(=O)O (stereo not given)	-12%[0.628 µM]	0%[0.628 µM]	7%&7%
O=C(c1ccc2c(c1)OCO2)N1CCN(S(=O)(=O)c2ccc(Br)cc2Cl)CC1	2%	-25%	1%
CCOc1ccc2oc(C(=O)NC3CC(C)(C)NC(C)(C)C3)c(C)c2c1	u	u	5%
Nc1ncnc2c1ccn2[C@H]1CN(Cc2ccc3c(c2)OCO3)C[C@@H](COC(=O)c2ccccc2)O1	u	u	x
Cc1ccc2c(c1)C/C(=C/c1ccc(N(C)C)cc1)C2=O	u	u	x
COc1ccc(C(=O)NCC(c2ccco2)S(=O)(=O)c2ccc(F)cc2)cc1 (stereo not given)	u	u	8%
COc1cc(CNCc2cccs2)ccc1OCc1ccccc1	-19%	-29%	4%
CC(C)(C)c1ccc(C(=O)N2CCN(CCc3ccccn3)CC2)cc1	u	-8%	3%
O=C1[C@H](Cc2ccccc2)NCCCC[C@H](c2ccco2)N1Cc1ccccc1	21µM*	13µM*	x
COC(=O)c1cc(NS(=O)(=O)c2ccc(Cl)c(N3C(=O)c4ccc(C(=O)O)cc4C3=O)c2)cc(C(=O)OC)c1	4%	3%	x
C/C(=N/OC(=O)c1c(-c2c(Cl)cccc2Cl)noc1C)c1cnccn1	-22%	6%	3%
CCN1CCN(C2=CC3=CC(=C(C#N)C#N)CCC3CC2)CC1 (stereo not given)	u	u	5%
COc1ccc(CC2C(=O)NC(C)C(=O)N(C)C3Cc4ccc(cc4)Oc4cc(ccc4O)CC(C(=O)NC(C)C(=O)NC(C)C(=O)N2C)N(C)C3=O)cc1 (stereo not given)	0.16µM*	0.018µM*	x
Oc1ccccc1Nc1nc2ccccc2n2nnnc12	u	-20%	5%
Cc1c(Cl)c([N+](=O)[O-])nn1CC(=O)NCC(C)C	-2%	-2%	-8%
O=C(Nc1ccccc1)C1=C(c2ccccc2)S(=O)(=O)CCS1(=O)=O	0.026µM*	0.058µM*	-10%
Cc1ccc(Cl)cc1N1CCN(C(=O)CN2C(=O)c3cccc4cccc2c34)CC1	-19%	-16%	-9%
Cn1c2c(c(=O)n1-c1ccccc1)CSCC2	-5%	4%	x
CC(C)c1cc(C(F)(F)F)n2nc(C(=O)Nc3ccc4c(c3)OCO4)cc2n1	-9%	-17%	-2%
CC1CCCN(C(=S)SCC(=O)O)C1 (stereo not given)	13%	-3%	3%
CCNC(=S)NNC(=O)CSc1nc2ccccc2n1C	-28%	6%	3%
Cc1cc(/C=C2/C(=N)N3C(=NC2=O)SN=C3S(C)(=O)=O)c(C)n1-c1ccc(F)cc1	4%	4%	7%
Cc1ccc(C(=O)OCC(=O)N(C)c2ccccc2)cc1C	-4%	-4%	12%
Cn1c(=O)n(-c2ccccc2)c(=O)c2c3c(sc21)COC(C)(C)C3	-15%	-7%	8%
CCCc1nnc(NC(=O)CCC(=O)N2CCN(C3c4ccccc4-c4ccccc43)CC2)s1	u	6%	3%
CCOc1ccccc1NC(=O)c1c(NCc2cccs2)sc2c1CCCCC2	21µM*	u	5%
O=C1NC(=O)C(CC(=O)N(Cc2cccs2)C2(C(=O)NC3CCCC3)CCCCC2)N1 (stereo not given)	u	-15%	-1%
COc1ccc(NS(=O)(=O)c2ccc(Oc3cccc(C(=O)O)c3)cc2)cc1	-15%	15%	0%

Sorted by SMILES length (high to low): 3 of the compounds above.
SMILES	DT40 TDP1 no CPT	TDP1 cell CPT	TDP1 inh
Cc1ccc(Cl)cc1N1CCN(C(=O)CN2C(=O)c3cccc4cccc2c34)CC1	-19%	-16%	-9%
CCOc1ccccc1NC(=O)c1c(NCc2cccs2)sc2c1CCCCC2	21µM*	u	5%
O=C(Nc1cccc2ccccc12)c1ccco1	-8%	-22%	x

New compounds follow
SMILES	DT40 TDP1 no CPT	TDP1 cell CPT	TDP1 inh
COc1ccc(-c2cnc(C)o2)cc1S(=O)(=O)Nc1ccc(NC(C)=O)cc1	-6%	-3%	1%
O=C(NCCc1ccc(F)cc1)c1ccc(Cl)c(S(=O)(=O)N2CCOCC2)c1	-20%	u	x
O=C(Nc1ccc(Cl)cc1)Nc1nnc(/C=C/c2ccccc2)s1	u	u	x
COc1ccccc1CNC(=O)C(=O)NCC(c1cccs1)S(=O)(=O)c1ccc(F)cc1 (stereo not given)	u	u	-3%
S=C(NCCCCN(Cc1ccc(Cl)cc1)c1ccc(Br)cn1)NCCCc1cnc[nH]1	-93%	7.1µM*	x
CCCCCCC(=O)N(O)C1CC(=O)N(Cc2ccccc2)C1=O (stereo not given)	13µM*	13µM*	8%
COc1ccc(N/C(=C2\CCCC2=O)C2CCCCC2)cc1	u	u	x
CCN(CC(=O)Nc1ccc(C(=O)OC)cc1)C1CCCCC1	-28%	-5%	x
CCOc1ccc(CN(C)C(=O)c2ccc(S(=O)(=O)N(C)c3ccccc3OC)cc2)cc1	10µM*	u	2%
CCOc1ccc(NC2=CC(=O)C(=O)c3ccccc32)cc1	3.3µM*	2.3µM*	x
CCCc1[nH]nc2c1C(c1ccoc1)C(C#N)=C(N)O2 (stereo not given)	u	u	-1%
Cc1csc(NC(=O)Nc2ccc(Cl)cc2)n1	-22%	-26%	-8%
CC(C)CNC(=O)c1cccc(Cn2cc(Cl)cn2)c1	-22%	-17%	4%
CN1OC[C@@H]2CN(C(=O)CCc3ccccc3)[C@H](c3ccc(N4CCCCC4)cc3)C[C@@H]21	u	u	x
COc1cc(C(=O)NCc2ccco2)c(Br)c(OC)c1OC	1%	3%	2%
Cc1cc(=O)[nH]c(SCC(=O)Nc2ccc(Br)cc2)n1	u	9%	x
CCCOc1ccc(-c2nc(N3CCN(CC)CC3)c3ccccc3n2)cc1	29µM*	u	x
COc1ccccc1OCCSc1nc(-c2ccc(C(C)(C)C)cc2)nc2cc(=O)[nH]n12	u	13µM*	0%
CCCCCCCC/C=C\CCCCCCCC(=O)NCCO	u	u	12%[56.1 µM]
O=S(=O)(NCc1ccccc1)c1ccc2[nH]c3c(c2c1)CCCCC3	21µM*	u	10%
Cc1ccc(C)c(OCC(O)CNC2CCCC2)c1 (stereo not given)	u	-25%	x
OCCC1CN(Cc2cc(F)ccc2-n2cccn2)CCN1C1CCCC1 (stereo not given)	15%	-5%	x
O=C(Nc1ccc(N2CCOCC2)cc1)c1ccccc1SCC(=O)N1CCCC1	3%	6%	6%
CCCNC(=O)COC(=O)/C=C/c1ccc2c(c1)OCO2	u	-16%	4%
O=C(NC(C(=O)N/N=C/c1cc([N+](=O)[O-])ccc1O)c1n[nH]c(=O)c2ccccc12)c1ccccc1 (stereo not given)	u	-3%	2%[0.0935 µM]
CC(C)CC(N)c1csc(Nc2ccc(C(=O)NCCO)cc2)n1 (stereo not given)	u	u	x
CCOc1ccc(NC2CCCCC2NS(=O)(=O)c2ccccc2)cc1 (stereo not given)	-13%	-5%	12%
COc1ccc2c(CNCCc3cccs3)c(C(=O)O)n(Cc3ccccc3)c2c1	u	u	8%
COc1ccccc1Oc1ccc2c(c1)C(=O)N(c1ccccc1)C2=O	-25%	-28%	0%
O=S(=O)(CCNC1CC1)NC1CCCCC1	-16%	-11%	x
O=C(CCc1nc2ccccc2c(=O)[nH]1)NCc1ccco1	u	u	3%
CCN1C(=O)c2cccc3c(S(=O)(=O)NC(Cc4c[nH]c5ccccc45)C(=O)O)ccc1c23 (stereo not given)	-8%	-3%	7%
COc1ccc(-c2nsc3c(SCc4ccccc4)ncnc23)cc1	u	-18%	-3%
Cc1ccc(-c2nc3c(c(=O)c4ccccc4n3C)c(=O)n2Cc2ccco2)cc1	u	7%	0%
O=c1[nH]cc(S(=O)(=O)N2CCCc3ccccc32)c(=O)[nH]1	20%	7%	-3%
COc1cccc(C(=O)N/N=C2/SCC(=O)N2CCc2ccc(OC)c(OC)c2)c1	-10%	-25%	0%
CN(C)S(=O)(=O)c1cccc(NC(=O)COC(=O)/C=C/c2ccc([N+](=O)[O-])cc2)c1	u	u	2%
OC(COCc1cccs1)CN1CCN(c2cccc(C(F)(F)F)c2)CC1 (stereo not given)	21µM*	18µM*	0%
CCC(NC(=O)c1cc(COc2cncc(Cl)c2)on1)c1ccc(C)cc1 (stereo not given)	u	-30%	0%
Cc1ccc(S(=O)(=O)N2CCCOC2CNC(=O)C(=O)NCCC2=CCCCC2)cc1 (stereo not given)	u	u	0%
CC(C)CNc1ncnc2c1ncn2[C@H]1CN(Cc2ccc3c(c2)OCO3)C[C@@H](CO)O1	-23%	u	x
CCOc1cc(C2c3c(oc4ccc(F)cc4c3=O)C(=O)N2Cc2ccco2)ccc1O (stereo not given)	-6%	-4%	-2%
CCOc1ccc(CNC(=O)c2cc(=O)[nH]c3ccc(S(=O)(=O)N4CCCCC4)cc23)cc1	-1%	7%	5%
CSc1n[nH]c(NC2=CC(=O)CCC2)n1	-2%	-7%	0%
CNC(=O)/C(=C\c1cccc(Oc2ccccc2)c1)NC(=O)c1ccccc1	-23%	3%	0%
CC1(C)C(=O)Nc2ccccc2N1C(=O)COC(=O)c1cc([N+](=O)[O-])ccc1N	-24%	-19%	1%
O=C(CNCC1CCCCC1)Nc1ccccc1N1CCCCC1	u	u	-3%

Gathered by group: the entries above with a tert-butyl group (3)
SMILES	DT40 TDP1 no CPT	TDP1 cell CPT	TDP1 inh
CC(C)(C)NC(=O)C1(N2C(=O)c3ccccc3C2=O)CCCC1	0%	10%	x
CC(C)(C)c1ccc(C(=O)N2CCN(CCc3ccccn3)CC2)cc1	u	-8%	3%
COc1ccccc1OCCSc1nc(-c2ccc(C(C)(C)C)cc2)nc2cc(=O)[nH]n12	u	13µM*	0%

Screens from PubChem.
